PAD4 FP inh: human PAD4 inhibitors, primary screen, biochemical, fluorescence polarization, 1536-well format. AID 485272, 2010. recombinant PAD4, RCA probe fluorescence polarization. 330,000 tested, 0.41% active. inhibition, % at 6.36 µM;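 active = percent inhibition above a cutoff equal to the mean of all tested compounds plus 3 SD, cut at about 15% in these data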;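 note: 0% = PAD4 with RCA probe and DMSO and 100% = probe without PAD4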
Target sequence (Q9UM07 whole entry, looked up): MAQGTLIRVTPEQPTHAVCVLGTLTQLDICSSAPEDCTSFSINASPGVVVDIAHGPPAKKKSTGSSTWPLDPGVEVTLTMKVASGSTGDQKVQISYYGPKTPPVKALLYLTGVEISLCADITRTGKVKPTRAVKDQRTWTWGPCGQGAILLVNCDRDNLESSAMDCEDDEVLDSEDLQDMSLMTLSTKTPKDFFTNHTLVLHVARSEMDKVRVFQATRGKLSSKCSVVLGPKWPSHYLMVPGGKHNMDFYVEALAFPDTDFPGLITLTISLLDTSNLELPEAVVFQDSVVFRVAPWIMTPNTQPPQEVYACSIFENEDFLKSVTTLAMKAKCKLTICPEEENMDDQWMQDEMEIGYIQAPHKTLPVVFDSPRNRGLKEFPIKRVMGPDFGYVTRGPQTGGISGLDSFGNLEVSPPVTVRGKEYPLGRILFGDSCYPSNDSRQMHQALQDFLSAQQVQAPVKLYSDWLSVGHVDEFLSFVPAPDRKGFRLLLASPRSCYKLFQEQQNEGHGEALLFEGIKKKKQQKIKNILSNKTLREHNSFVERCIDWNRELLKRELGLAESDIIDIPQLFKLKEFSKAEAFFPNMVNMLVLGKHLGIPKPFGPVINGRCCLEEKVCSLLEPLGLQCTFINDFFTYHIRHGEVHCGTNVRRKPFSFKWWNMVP
LYPLA1 inh: LYPLA1 inhibitors, primary screen, counter-screen for PME1 inhibitor project, biochemical, fluorescence polarization, FP-Rh probe ABPP. Acyl-protein thioesterase 1 (Homo sapiens), O75608. recombinant LYPLA1. inhibition, % at 5.9 µM. 320,000 tested, 0.16% active. AID 2174, 2009;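 active = inhibition above the mean of all tested compounds plus 3 SD, set per campaign, cut at about 14% in these data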;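 note: inhibitors block serine hydrolase probe labeling of LYPLA1 so polarization falls; 0% = enzyme with DMSO and 100% = wells lacking LYPLA1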
GSTO1 inh: inhibitors of recombinant GSTO1, primary screen, counter-screen for RBBP9 inhibitor project, biochemical, fluorescence polarization | activity-based probe fluorescence polarization | inhibition, % at 5.96 µM | 300,000 tested, 1.1% active | AID 1974, 2009;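 active = inhibition above the campaign mean inhibition plus 3 SD, cut at about 35% in these data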;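 note: 0% = GSTO1-1 with DMSO and 100% = wells lacking GSTO1-1 enzyme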
PREPL inh: PREPL enzyme inhibitors, primary screen, biochemical, fluorescence polarization. Prolyl endopeptidase-like (Homo sapiens), Q4J6C6. recombinant PREPL, fluorescence polarization activity-based probe. inhibition, % at 5.96 µM. 320,000 tested, 0.68% active. AID 2751, 2010; in the data active = inhibition above about 43%;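 note: 0% = enzyme with DMSO and 100% = wells lacking enzyme; many of its hits are not listed in these tables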
ZTA counter: ZTA (EBV) inhibition in EBNA-1 counter-screen. P03206. ZTA-DNA binding, fluorescence polarization. inhibition, % at 11 µM. 320,000 tested, 0.15% active. AID 2234; in the data active = inhibition above about 33%
LYPLA2 counter: LYPLA2 inhibitors, primary screen, counter-screen for PME1 inhibitor project, biochemical, fluorescence polarization, FP-Rh probe ABPP; Acyl-protein thioesterase 2 (Homo sapiens), O95372; recombinant LYPLA2; inhibition, % at 5.9 µM; 320,000 tested, 0.38% active; AID 2177, 2009;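 active = inhibition above the screen-wide mean plus 3 SD, limit set per campaign, cut at about 26% in these data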;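 note: 0% = LYPLA2 with DMSO and 100% = wells lacking LYPLA2 enzyme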
Target sequence (O95372 whole entry, looked up): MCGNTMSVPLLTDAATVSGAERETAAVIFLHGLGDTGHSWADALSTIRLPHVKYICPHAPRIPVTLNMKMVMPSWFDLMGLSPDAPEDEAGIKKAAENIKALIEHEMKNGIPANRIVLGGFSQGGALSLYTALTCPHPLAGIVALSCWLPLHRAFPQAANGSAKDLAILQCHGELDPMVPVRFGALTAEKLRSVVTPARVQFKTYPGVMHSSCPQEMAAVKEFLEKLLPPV
EBNA-1 inh: EBNA-1 DNA-binding inhibitors, primary screen, biochemical, fluorescence polarization | 300,000 tested, 0.34% active | inhibition, % at 14.8 µM; in the data active = inhibition above about 28%
PAFAH1B3 FP inh: PAFAH1B3 enzyme inhibitors, primary screen, biochemical, fluorescence polarization, human; Platelet-activating factor acetylhydrolase IB subunit alpha1 (Homo sapiens), Q15102; recombinant PAFAH1B3, FP-rhodamine probe; inhibition, % at 3.39 µM; 340,000 tested, 0.28% active; AID 492972, 2010;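 active = inhibition above the screen-wide average of all tested compounds plus 3 SD, cut at about 25% in these data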;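 note: 0% = enzyme with DMSO only and 100% = wells lacking PAFAH1B3 protein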
PAFAH2 inh: PAFAH2 enzyme inhibitors, primary screen, biochemical, fluorescence polarization, human | recombinant PAFAH2, FP-rhodamine activity probe | inhibition, % at 3.39 µM | 340,000 tested, 0.99% active;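 active = inhibition above the mean over all tested compounds plus 3 SD, cut at about 30% in these data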;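 note: inhibitors block probe labeling of enzyme so polarization drops; 0% = enzyme with DMSO and 100% = wells lacking PAFAH2 protein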
Active calls of the source: *; . = no result given. The list is partial. The share of hits here may be higher or lower than overall.

SMILES	PAD4 FP inh	LYPLA1 inh	GSTO1 inh	PREPL inh	ZTA counter	LYPLA2 counter	EBNA-1 inh	PAFAH1B3 FP inh	PAFAH2 inh
Cc1ccc(-c2nnc(-c3cccc(NC(=O)c4cccs4)c3)o2)cc1	-6	-12	-13	-11	-7	-8	16	-8	-10
COC(=O)c1c(NC(=O)C2CCCCC2)sc2c1CC(C)(C)NC2(C)C	-1	-1	0	4	0	5	10	4	3
O=C(CN(C1CCCCC1)S(=O)(=O)c1ccc(Br)cc1)NCc1cccnc1	1	-2	1	-5	-5	0	1	5	1
Cc1cc(S(=O)(=O)N2CCOCC2)ccc1OCC(=O)N1CCC(C)CC1	-2	-3	-7	-3	9	-3	3	6	-4
COc1ccc(S(=O)(=O)N2CCCCC2)cc1Br	3	1	16	4	-2	3	-6	-1	2
O=C(CC1SC(N2CCOCC2)=NC1=O)Nc1ccc(F)cc1 (configuration not stated)	-3	.	.	4	.	.	.	6	0
CS(=O)(=O)c1ccc2nc(NC(=O)CN3CCC(Cc4ccccc4)CC3)sc2c1	-2	-2	-3	-18	4	6	7	12	-5
O=C(Nc1ccc(F)cc1F)N1CCCCC1c1cccnc1 (configuration not stated)	0	0	10	1	5	4	3	2	6
Cc1cc(C(F)(F)F)nc2c(Cl)c(C(C)(C)C)nn12	1	4	1	3	-1	1	13	.	.
CC(C)Oc1ccc(N2CC(C(=O)Nc3ccc4c(c3)OCO4)CC2=O)cc1 (configuration not stated)	-1	0	2	-1	14	-1	13	6	2
O=[N+]([O-])c1ccc(-c2ccc(/C=N/c3c(-c4ccco4)nc4ccccn34)o2)cc1	-1	0	3	26	22	1	0	6	11
CC(=O)Nc1ccc(NC(=O)CCOc2ccccc2C)cc1	-3	-1	9	-1	-4	-4	-19	-3	-5

Compound profiles, from the list above:
CS(=O)(=O)c1ccc2nc(NC(=O)CN3CCC(Cc4ccccc4)CC3)sc2c1 reads PAD4 FP inh: -2; LYPLA1 inh: -2; GSTO1 inh: -3; PREPL inh: -18; ZTA counter: 4; LYPLA2 counter: 6; EBNA-1 inh: 7; PAFAH1B3 FP inh: 12; PAFAH2 inh: -5
O=[N+]([O-])c1ccc(-c2ccc(/C=N/c3c(-c4ccco4)nc4ccccn34)o2)cc1 reads PAD4 FP inh: -1; LYPLA1 inh: 0; GSTO1 inh: 3; PREPL inh: 26; ZTA counter: 22; LYPLA2 counter: 1; EBNA-1 inh: 0; PAFAH1B3 FP inh: 6; PAFAH2 inh: 11
Cc1cc(S(=O)(=O)N2CCOCC2)ccc1OCC(=O)N1CCC(C)CC1 reads PAD4 FP inh: -2; LYPLA1 inh: -3; GSTO1 inh: -7; PREPL inh: -3; ZTA counter: 9; LYPLA2 counter: -3; EBNA-1 inh: 3; PAFAH1B3 FP inh: 6; PAFAH2 inh: -4

Next part
SMILES	PAD4 FP inh	LYPLA1 inh	GSTO1 inh	PREPL inh	ZTA counter	LYPLA2 counter	EBNA-1 inh	PAFAH1B3 FP inh	PAFAH2 inh
N=c1c(C(=O)NC2CCCCC2)cc2c(=O)n3ccccc3nc2n1Cc1ccc(F)cc1	0	-6	2	3	-1	-8	-21	1	0
COc1ccc(CC(=O)OCCc2cc3cc(OC)c(OC)cc3c(=O)o2)cc1	-5	0	.	17	-1	-1	.	-13	-1
Fc1ccc(Br)cc1/C=N/N1CCN(c2ccccc2)CC1	-3	-4	-2	-3	-6	3	4	6	3
O=C(O)C1CCCCC1C(=O)Nc1ccc(Cl)cc1 (configuration not stated)	-2	0	-1	4	-6	11	3	7	-1
CC(C(=O)NC1CCCC1)N1C(=O)c2cccc3cccc1c23 (configuration not stated)	-3	-5	1	1	14	-2	9	0	-8
NC(=O)SCC(=O)Nc1ccc(Cl)c(Cl)c1	8	-5	-34	-19	-3	-2	-3	-4	8
Cc1ccnc(NC(=O)C2COc3ccccc3O2)c1 (configuration not stated)	-2	-2	0	2	9	-2	11	6	8
N=c1sccn1CC(=O)N1CCc2ccccc21	-1	0	-3	4	10	0	7	4	3
O=C(COc1cccc2cccnc12)NCc1cccs1	-4	-2	7	21	-5	3	10	5	5
COc1ccc(-c2[nH]c(-c3ccc(C)cc3)nc2SCC(=O)Nc2nccs2)cc1	-2	-14	-7	12	0	0	-8	2	-7
O=C(Cc1ccccc1)NCC(=O)N/N=C/c1cccs1	-9	3	3	-2	-16	4	-8	-4	0
CC(OC(=O)c1nsc(Cl)c1Cl)C(=O)NC1CCCCC1 (configuration not stated)	5	-2	0	-4	12	-7	-2	-5	-1
CC(=O)c1ccc(Oc2ncnc3sccc23)cc1	0	-5	4	1	4	-8	0	2	-2
O=C(COc1ccc(S(=O)(=O)N2CCOCC2)cc1)N1CCCCCC1	-2	0	-5	-3	8	-3	-2	13	1
O=C(NCC1CCCO1)c1nn2c(C(F)(F)F)cc(-c3cccs3)nc2c1Cl (configuration not stated)	2	1	4	-2	-1	0	3	3	7
Cc1ccc(S(=O)(=O)N2CCN(Cc3cc(=O)n4ccccc4n3)CC2)cc1C	2	2	.	13	-12	10	.	-3	4
O=C(Nc1cccnc1)C1CC(=O)N(c2ccc(F)cc2)C1 (configuration not stated)	0	0	8	2	-2	0	-5	1	5
CCO[C@H]1OC(C(=O)N2CCOCC2)=C[C@@H](c2cn(C(C)=O)c3ccccc23)[C@@H]1CCCO	0	0	-1	-1	-12	6	-11	9	-1
O=c1oc2ccccc2cc1-c1csc(Nc2ccc(O)cc2)n1	-2	10	6	25	-4	11	-3	15	15
COc1cccc(CSc2nnc(CSc3nc4nc(C)cc(C)n4n3)s2)c1	0	3	4	-1	0	1	11	13	1
CCOc1ccc(C2CC(=O)n3nc(C45CC6CC(CC(C6)C4)C5)nc3S2)cc1OC (configuration not stated)	-3	-1	-4	3	-19	-3	1	2	3
O=C(c1cc(C(=O)N2CCOCC2)c2nc3ccccc3n2c1)c1ccccc1O	-4	1	-6	-8	0	-2	-1	.	.
O=C(O)c1cc(S(=O)(=O)NC(Cc2c[nH]c3ccccc23)C(=O)O)ccc1Cl (configuration not stated)	-8	-2	-2	5	8	-9	6	5	7
Cc1nn2c(-c3ccncc3)ccnc2c1Cl	-2	-1	-3	-6	-6	0	-2	9	0
O=C(Nc1cccc(C(F)(F)F)c1)c1scc2c1OCCO2	-6	2	4	8	10	4	-8	1	5
CCOC(=O)CN(C(=O)CNC(=O)c1ccco1)C(C(=O)NC1CCCCC1)c1cccs1 (configuration not stated)	-6	-6	1	-9	-2	-11	-4	-12	-11
CC1(C)Cc2nc(N3CCCC3)c(C#N)cc2CO1	-14	0	-1	6	1	-2	-14	11	2
O=C(c1ccc(-c2ccccc2Cl)o1)N1CCN(S(=O)(=O)c2cccs2)CC1	5	-7	7	1	-6	-7	-2	-2	5
NC(=O)C1CCN(CC(=O)Nc2cc(Cl)ccc2Oc2ccccc2)CC1	-3	-2	0	-3	8	-3	-18	3	-3
CN(C(=O)COc1cc(=O)n(C)c2ccccc12)c1cccc(Cl)c1	0	-2	2	-6	4	0	2	6	5
Cc1cc(C(=O)N2CCCC(Nc3ccc(C(C)C)cc3)C2)nn1C (configuration not stated)	1	2	-6	11	11	1	2	0	-3
COC(=O)c1[nH]c2ccc(Cl)cc2c1NC(=O)Oc1ccccc1	-3	1	-3	2	-8	-7	-14	11	-2
Cc1oc2cc3oc(=O)c4c(c3cc2c1C)CCC4	-1	2	4	-1	-15	2	7	0	-1
CCCCCCOc1ccc(C(=O)n2cnc(N)n2)cc1	-2	1	2	72*	-12	20	-11	-9	-3
O=C(Nc1cccc(Cl)c1)Nn1cnnc1	4	0	7	-3	-7	-9	-27	8	-2
CCOC(=O)c1cccc(NC(=O)CSc2nnc(C3CCCCC3)n2CC)c1	-6	1	-1	17	-1	5	-11	-1	5
Cc1ccc(N2C(=O)N(CC(=O)Nc3cccc(C)c3C)C(=O)C2C)cc1 (configuration not stated)	-1	0	7	-1	-2	-2	-7	0	7
CC(C)(C)c1ccc(CN(Cc2ccccc2)C(c2ccccn2)c2nnnn2C(C)(C)C)cc1 (configuration not stated)	4	-2	4	8	3	-2	2	3	5
Cc1ccc(S(=O)CCNC(=O)Cc2ccc(Cl)cc2)cc1 (configuration not stated)	1	-1	0	-7	2	4	2	-3	5
CCOC(=O)c1nc(C)sc1-c1ccnn1S(=O)(=O)c1ccc(Cl)cc1Cl	1	-5	1	-1	-1	0	-1	7	2
COc1cc(OC)c(NS(=O)(=O)c2cc(Br)cnc2N)cc1Cl	-1	0	9	-1	-10	5	-4	9	-1
O=C(O)C1CCC(=O)N(C2CCCCC2)C1c1ccccc1 (configuration not stated)	1	-1	12	16	-4	-2	2	5	0
Cc1sc2ncn(CC(=O)NCCCN3CCC(C)CC3)c(=O)c2c1S(=O)(=O)N1CCC(C)CC1	-1	-4	4	-5	7	-6	-14	2	-1
O=C(O)CCCCn1c(SCc2cc(=O)n3cc(Cl)ccc3n2)nc2ccsc2c1=O	3	-3	2	17	-4	0	6	10	-2
COc1cccc(N/C=C/C(=O)c2ccc(Br)cc2)c1	-2	-1	-5	5	5	-3	27	5	3
COc1ccccc1C(=O)NNC(=O)c1cccc(F)c1	1	-4	3	2	-7	0	2	1	5
COc1cccc(Nc2cc(C)nc3nc(C)nn23)c1	-1	2	3	1	10	0	-4	9	0
CCOc1cc(S(=O)(=O)NCCCn2ccnc2)ccc1Cl	-1	-2	7	1	26	-3	15	6	6

Six neighbouring compounds out of the list so far, for reference:
SMILES	PAD4 FP inh	LYPLA1 inh	GSTO1 inh	PREPL inh	ZTA counter	LYPLA2 counter	EBNA-1 inh	PAFAH1B3 FP inh	PAFAH2 inh
Cc1ccc(-c2nnc(-c3cccc(NC(=O)c4cccs4)c3)o2)cc1	-6	-12	-13	-11	-7	-8	16	-8	-10
COC(=O)c1c(NC(=O)C2CCCCC2)sc2c1CC(C)(C)NC2(C)C	-1	-1	0	4	0	5	10	4	3
O=C(CN(C1CCCCC1)S(=O)(=O)c1ccc(Br)cc1)NCc1cccnc1	1	-2	1	-5	-5	0	1	5	1
Cc1cc(S(=O)(=O)N2CCOCC2)ccc1OCC(=O)N1CCC(C)CC1	-2	-3	-7	-3	9	-3	3	6	-4
COc1ccc(S(=O)(=O)N2CCCCC2)cc1Br	3	1	16	4	-2	3	-6	-1	2
O=C(CC1SC(N2CCOCC2)=NC1=O)Nc1ccc(F)cc1 (configuration not stated)	-3	.	.	4	.	.	.	6	0

Source: PubChem
